Source: PubChem BioAssay
GLP-1R agonist: activates the human GLP-1 receptor. P43220. HEK293 GLP-1R CRE-luciferase, luminescence, 4-6 h; cells express a hypersensitive GLP-1R form. Potency, µM (top dose mostly 45.6 µM), inactives show top-dose activation, actives largely listed as activators. hit rate 0.007% among 380,000. AID 624172; note: potency is the fitted concentration of half-maximal effect; % of control where 0% means no effect
GLP1R cytotox: cytotoxic in the GLP-1 receptor inverse agonist counter-screen; HEK293 cAMP-luciferase reporter cells, luminescence, 24 h; Potency, µM (doses to about 38.3 µM), for inactives: at the top dose activity change, negative = inhibition, actives largely listed as inhibitors; hit rate 0.13% among 410,000; AID 624418;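 note: loss of luciferase light is scored as toxicity; potency is the fitted concentration of half-maximal effect; % is set by controls: 0 for no effect and ±100 for the full control effect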
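Luminescence readout: signal drop marks cytotoxicity. Plated cells grew 12 h at 37 °C, 5% CO2, received 23 nL compound for 24 h, then got luciferase reagent, read after 12 min at RT.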
PLK1 PBD inh: PLK1 (human) polo-box domain binding inhibition; P53350; Plk1 PBD binding of FITC phosphopeptide, fluorescence polarization; Potency, µM, inactives show max response, negative = inhibition, most hits filed as inhibitors; hit rate 2.8% among 360,000; AID 720504; note: potency is the fitted concentration of half-maximal effect; series mostly up to about 57 µM; % is set by controls: 0 for no effect and ±100 for the full control effect; nearly all actives have a fitted effect of over 65% in size
EPAC1 agonist: EPAC1 (human) agonism; EPAC1 agonist qHTS, biochemical assay; response scale: 100% = response to 6.5 mM cAMP; Potency, µM (top dose mostly 154 µM), for inactives: top-dose activation, actives largely listed as activators; hit rate 0.073% among 360,000; note: potency is the fitted concentration of half-maximal effect; nearly all actives have a fitted effect of over 60% in size
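Compounds were pinned as a concentration titration into mixtures of EPAC1 (100 nM), BODIPY-GDP-loaded Rap1B (250 nM) and GDP (50 uM). After 5 min at room temperature, fluorescence was followed for 30 min; activity was scaled to 6.5 mM cAMP.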
PTHR1 ag: agonists of human PTHR1 parathyroid hormone receptor | Q03431 | HEK293 GP2 PTHR1 cells, GloSensor cAMP luminescence, 1 h | Potency, µM (titrated, usually from 115 µM), for inactives: at the top dose activation, most hits filed as activators | hit rate 0.075% among 410,000 | AID 743266; note: potency is the fitted concentration of half-maximal effect; nearly all actives have a fitted effect of over 55% in size; some results filed as inactive show a strong effect at the top dose; inactives centre near -15; many of its hits are not listed in these tables
Target sequence (Q03431 whole entry, looked up): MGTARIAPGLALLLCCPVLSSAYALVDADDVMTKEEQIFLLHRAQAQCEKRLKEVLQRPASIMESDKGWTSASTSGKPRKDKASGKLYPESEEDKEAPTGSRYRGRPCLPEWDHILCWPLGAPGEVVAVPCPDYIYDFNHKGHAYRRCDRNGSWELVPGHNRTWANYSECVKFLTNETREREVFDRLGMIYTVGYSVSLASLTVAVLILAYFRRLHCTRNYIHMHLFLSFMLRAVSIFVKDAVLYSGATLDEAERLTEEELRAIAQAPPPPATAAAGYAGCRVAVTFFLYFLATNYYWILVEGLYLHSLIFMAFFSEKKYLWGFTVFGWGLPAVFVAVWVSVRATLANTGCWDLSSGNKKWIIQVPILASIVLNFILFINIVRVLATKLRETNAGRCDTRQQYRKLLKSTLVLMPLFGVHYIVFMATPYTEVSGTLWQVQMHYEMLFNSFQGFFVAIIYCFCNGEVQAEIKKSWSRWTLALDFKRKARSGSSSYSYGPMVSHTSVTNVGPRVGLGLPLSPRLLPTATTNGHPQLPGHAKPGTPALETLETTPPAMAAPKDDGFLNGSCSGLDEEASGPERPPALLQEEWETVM
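HEK-293-derived GP2 cells expressing PTHR1 and a GloSensor cAMP reporter, 3,000/well, plated overnight, given luciferin plus IBMX (each 0.5 mM as added) for 1 h at 37 °C, then compound for 1 h at 37 °C. Luminescence was read after 15 min at room temperature.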
GLP1R inv ag: GLP-1 receptor (human) inverse agonism; HEK293 GLP-1R CRE-luciferase, luminescence, 24 h; GLP-1R form is constitutively active; hit rate 1.6% among 410,000; P43220; AID 624417; Potency, µM (highest dose often 38.3 µM), without a hit: top-dose activity change, negative = inhibition, most hits filed as inhibitors; note: potency is the fitted concentration of half-maximal effect; % is set by controls: 0 for no effect and ±100 for the full control effect; nearly all actives have a fitted effect of over 55% in size
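Using stably transfected HEK293 (constitutively active GLP-1R, cAMP-luciferase reporter), compounds were incubated 24 hr and luciferase measured by luminescence.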
PI5P4Ka inh: blocks human PI5P4K alpha kinase activity. P48426. PI5P4Kalpha enzyme, ADP-Glo luminescence, 60 min; stronger effect = lower value. max response, %. hit rate 1.2% among 330,000. AID 652105; active = max response of -50% or lower; inconclusive = between -30% and -50%; inactive = -30% or higher; note: value at the top dose of about 77 µM; % is set by controls: 0 for no effect and ±100 for the full control effect
Target sequence (P48426 whole entry, looked up): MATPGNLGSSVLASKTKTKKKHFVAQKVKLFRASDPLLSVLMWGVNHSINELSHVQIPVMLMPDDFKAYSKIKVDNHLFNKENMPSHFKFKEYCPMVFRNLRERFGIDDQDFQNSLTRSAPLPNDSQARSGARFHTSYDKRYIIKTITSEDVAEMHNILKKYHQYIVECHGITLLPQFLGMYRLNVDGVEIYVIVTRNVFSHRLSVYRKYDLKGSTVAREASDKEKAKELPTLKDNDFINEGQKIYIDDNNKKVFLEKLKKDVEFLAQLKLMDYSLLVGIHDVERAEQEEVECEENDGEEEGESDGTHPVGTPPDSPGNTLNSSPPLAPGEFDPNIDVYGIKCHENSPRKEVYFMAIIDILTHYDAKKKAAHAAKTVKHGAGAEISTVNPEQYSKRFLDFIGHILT
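Luminescence from ADP-Glo served as readout of PI5P4Kalpha activity in a qHTS format. Reaction: enzyme, substrate, compound, ATP at 5 microM final, 60 min at RT.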
IL-2 act: activators of IL-2 | activation, % (series mostly up to about 46 µM) | IL-2 activation reporter assay, cell-based qHTS; stimulated with anti-CD3/CD4/CD28 beads; in transgenic mouse T cells | AID 652025 | hit rate 0.065% among 360,000; in the data active = activation above about 50%; inconclusive = mostly about 30% to 49%; note: 0% is about no effect
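Readout is EGFP and DsRed signal by fluorescent plate cytometry after 18 h at 37 degrees C. Transgenic mouse T cells (750/well) received compound for 60 min before bead stimulation (anti-CD3, anti-CD4, anti-CD28); memory T cells served as non-tolerant control.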
EPAC1 antagonist: EPAC1 (human) antagonism; O95398; EPAC1 GEF assay, Rap1b-BODIPY-GDP exchange fluorescence; Potency, µM (series often up to 115 µM), inactives show top-dose activity change, negative = inhibition, most hits filed as inhibitors; hit rate 0.14% among 360,000; AID 720709;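 note: potency is the fitted concentration of half-maximal effect; plate controls were vehicle for no effect and positive control for full effect; nearly all actives have a fitted effect of over 50% in size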
Starred values were filed as active, the others as inactive; i = inactive; ? = inconclusive; . = not tested or not shown; [ ] = another dose, or the depositor's remark. Unless noted, calls come from the whole dose curve; as a rule, active = well fitted curve in the direction sought with a large enough effect; inconclusive = small, poorly fitted or top-dose-only effect, or another doubt; inactive = no such curve, though single readings can be large; an effect the other way counts as inactive or inconclusive. An excerpt; count on the stated rates, not on these rows.

| Molecule | PI5P4Ka inh | IL-2 act | PLK1 PBD inh | EPAC1 antagonist | PTHR1 ag | GLP1R inv ag | GLP1R cytotox | EPAC1 agonist | GLP-1R agonist |
| --- | --- | --- | --- | --- | --- | --- | --- | --- | --- |
| Cc1ccc2c(c1)c(=O)c(S(=O)(=O)c1ccc(C)c(C)c1)cn2CC(=O)Nc1ccccc1 | . | . | . | . | 4% | -10% | 4% | . | -1% |
| COc1cccc(CNC(=O)[C@H](C)NC(=O)N2CC(=O)Nc3ccccc32)c1 | 4 | 1.4 | -6% | -8% | i | -4% | ? | 5% | -4% |
| CCc1cc2c(cc3c(=O)n(CC(=O)NCCCN(CC)CC)nc(CC)n32)s1 | . | 1.0 | -4% | -2% | -8%[57.5 µM] | -9% | 0% | 13% | -6% |
| Nc1ccc(N)c(C(=O)O)c1 | -91* | -0.4 | 24µM* | ? | -7% | 10% | -16% | 12% | -5% |
| CNc1snc(C)c1C(=O)OC(C)C(=O)Nc1cccc(C)c1 (configuration not stated) | 1 | -1.1 | 1% | -19% | -13% | 20% | -2% | -11% | 1% |
| O=C(O)/C=C/C(=O)c1ccc2c(c1)CCc1ccccc1-2 | ? | -0.8 | 6µM* | ? | -41%[inhibitor] | ? | -19% | -16% | -19% |
| CCOc1ccc2oc(C(=O)N3CCN(c4ccccn4)CC3)c(C)c2c1 | -26 | 0.1 | -3% | 1% | i | ? | 2% | 20% | 6% |
| COc1cc(/C=N/NC(N)=S)ccc1OCc1ccc(C)cc1 | 1 | -2.6 | -7% | 1% | -8% | ? | 13µM* | 3% | 19% |
| Cc1onc(-c2c(F)cccc2Cl)c1C(=O)c1ccccc1O | 12 | -0.7 | -4% | 8% | -31%[inhibitor] | ? | ? | -6% | 3% |
| CCOc1cc(/C=N/NC(=O)CSc2nnc(C)s2)ccc1OCc1ccccc1Cl | 7 | -0.8 | 0% | -26% | -14% | -6% | -11% | -5% | -3% |
| Cc1cccc(NC(=O)NC(C)C(c2ccccc2)N2CCN(C)CC2)c1 (configuration not stated) | -3 | 0.8 | -9% | 2% | i | -6%[0.307 µM] | 4%[0.307 µM] | 9% | -7% |
| O=C(c1ccc(F)cc1)c1cnc(Nc2ccccc2)s1 | 0 | -2.8 | -6% | 8% | -6% | 15% | 10% | -11% | 5% |
| CC(C)Cc1ccc(CN2CCCC(NC(=O)c3ccoc3)C2)cc1 (configuration not stated) | 12 | -5.9 | -2% | -10% | -19% | 8.9µM* | ? | -9% | 3% |
| O=C(O)c1ccc(NC(=S)Nc2ccc(S(=O)(=O)Nc3ccccn3)cc2)cc1 | ? | -0.2 | ? | 4% | -6% | -6% | -5% | 2% | 2% |
| O=C1NC(=Nc2ccccc2)S/C1=C/c1cccnc1 | -18 | -3.2 | -9% | 6% | -15% | 22% | 13% | -9% | 7% |
| CCn1c(SCc2ccc(F)cc2)nnc1C1CCN(S(=O)(=O)c2ccc(OC)cc2)CC1 | 5 | 1.8 | 3% | -3% | i | -32% | -14% | 7% | 8% |
| O=C(Cn1c(=O)oc2cc(S(=O)(=O)NCc3ccccc3)ccc21)N1CCCC1 | -7 | -2.3 | 0% | -11% | i | -13% | 20% | 3% | 0% |
| Cc1cccc(CCNS(=O)(=O)c2ccc3c(c2)NC(=O)CS3)c1 | -3 | -0.3 | -8% | -9% | -46%[inhibitor] | -13% | -5% | 8% | 5% |
| CC(C)(C)c1ccc(C(=O)C=[N+]=[N-])cc1 | 7 | -0.5 | ? | 5% | -39%[inhibitor][57.5 µM] | 4% | -4% | -7% | -18% |
| COc1cc(NC(=O)Cn2ccc3ccccc3c2=O)cc(OC)c1OC | . | . | . | . | -3% | -13% | -4% | . | -1% |
| Cc1ccc(C(=O)N/C(=C\c2ccc(F)cc2)C(=O)NCCN2CCOCC2)cc1 | -1 | 0.2 | -16% | 14% | -15% | -6% | 10% | 15% | 1% |
| Nc1ccccc1-c1nnc(-c2ccccc2N)n1N | 0 | -1.2 | -5% | -4% | ? | -3% | -14% | 13% | 3% |
| O=C(CNC(=O)N1CC(=O)Nc2ccccc21)NCCCc1ccccc1 | -5 | -1.3 | -1% | 14% | -12% | -16% | -4% | -11% | 8% |
| O=C(O)CCCN=CC1=C(O)C(C(=O)c2ccccc2)CCC1=O (configuration not stated) | -9 | -1.3 | ? | -1% | i | 8% | 52%[activator] | 6% | -8% |
| O=C(O)Cc1cc2c(s1)CCCCC2 | -2 | -2.1 | -5% | -4% | ? | 4% | 48%[activator] | 11% | 4% |
| O=C(/C=C/c1ccccc1Cl)NCc1ccco1 | . | -1.4 | -11% | 2% | -9%[57.5 µM] | 0% | 11% | 6% | 3% |
| O=[N+]([O-])c1cc2c(cc1CN1CCN(c3ccccc3)CC1)OCO2 | -3 | 0.5 | -13% | ? | -1% | -7% | 3% | 5% | -1% |
| CC(C)(C)n1nnnc1C(c1cc2cc3c(cc2[nH]c1=O)OCCO3)N1CCSCC1 (configuration not stated) | . | -1.8 | 0% | 5% | -6%[57.5 µM] | 37%[activator] | -6% | 0% | 1% |
| CCOC(=O)Cc1csc(NC(=O)CSc2nnc(-c3ccc(C)cc3)o2)n1 | . | -2.1 | -4% | -1% | i | 0% | 1% | -4% | -17% |
| C=CCn1c(SCc2nc3cc(C(F)(F)F)ccc3c(=O)[nH]2)nc2sc(CC)cc2c1=O | -10 | 0.3 | 1% | 7% | i | -11% | -5% | -6% | -6% |

Only EPAC1 agonist, PTHR1 ag and IL-2 act, for some of the entries so far:
| SMILES | EPAC1 agonist | PTHR1 ag | IL-2 act |
| --- | --- | --- | --- |
| COc1cc(NC(=O)Cn2ccc3ccccc3c2=O)cc(OC)c1OC | . | -3% | . |
| O=C(/C=C/c1ccccc1Cl)NCc1ccco1 | 6% | -9%[57.5 µM] | -1.4 |
| CC(C)(C)c1ccc(C(=O)C=[N+]=[N-])cc1 | -7% | -39%[inhibitor][57.5 µM] | -0.5 |
| Nc1ccccc1-c1nnc(-c2ccccc2N)n1N | 13% | ? | -1.2 |
| CC(C)(C)n1nnnc1C(c1cc2cc3c(cc2[nH]c1=O)OCCO3)N1CCSCC1 (configuration not stated) | 0% | -6%[57.5 µM] | -1.8 |
| Cc1cccc(CCNS(=O)(=O)c2ccc3c(c2)NC(=O)CS3)c1 | 8% | -46%[inhibitor] | -0.3 |
| C=CCn1c(SCc2nc3cc(C(F)(F)F)ccc3c(=O)[nH]2)nc2sc(CC)cc2c1=O | -6% | i | 0.3 |

Full records as entered above. Order of values: PI5P4Ka inh | IL-2 act | PLK1 PBD inh | EPAC1 antagonist | PTHR1 ag | GLP1R inv ag | GLP1R cytotox | EPAC1 agonist | GLP-1R agonist
O=C(O)Cc1cc2c(s1)CCCCC2 as listed: -2 | -2.1 | -5% | -4% | ? | 4% | 48%[activator] | 11% | 4%
COc1cc(NC(=O)Cn2ccc3ccccc3c2=O)cc(OC)c1OC as listed: . | . | . | . | -3% | -13% | -4% | . | -1%

Continuation:
| Molecule | PI5P4Ka inh | IL-2 act | PLK1 PBD inh | EPAC1 antagonist | PTHR1 ag | GLP1R inv ag | GLP1R cytotox | EPAC1 agonist | GLP-1R agonist |
| --- | --- | --- | --- | --- | --- | --- | --- | --- | --- |
| COc1ccc2oc(=O)cc(CN3CCN(Cc4ccc(OC)c(OC)c4OC)CC3)c2c1 | -2 | -1.7 | -8% | -24% | -16% | ? | -2% | 12% | 7% |
| O=C(Nc1cccc(F)c1)Nc1ccc2c(c1)OCO2 | -1 | -3.7 | -8% | -18% | -30% | ? | -18% | 4% | 2% |
| O=C(Nc1ccc(Cl)cc1)Nc1ccc(Br)cn1 | -21 | 0.9 | 30µM* | 4% | -7% | 13% | -1% | 8% | 14% |
| C=CCn1c(SCc2nc3sc(C(=O)O)c(C)c3c(=O)[nH]2)nnc1-c1ccc(C(C)(C)C)cc1 | -51* | -1.8 | -23% | -12% | -1% | 7% | 6% | -1% | 0% |
| Cc1cccc(NC(=O)Nc2c(C)[nH]c(=O)[nH]c2=O)c1C | 8 | -2.5 | -2% | 8% | i | -1% | 15% | 13% | 2% |
| CN(C)c1ccc(/C=N/NC(=S)NCc2ccco2)cc1 | 0 | -0.4 | -11% | -17% | -51%[inhibitor] | ? | ? | 9% | 1% |
| O=C(Nc1ccccc1)c1cccc(N2C(=O)C3C4C=CC(C4)C3C2=O)c1 (configuration not stated) | -4 | -1.9 | 2% | -7% | -40%[inhibitor] | ? | -14% | -8% | 0% |
| N=C1C(c2ccccc2)=C(O)CN1c1cccc(S(N)(=O)=O)c1 | -3 | -2.0 | -13% | -4% | -7% | 3% | -5% | -7% | 11% |
| CCOc1cccc(CN2CCC(N3CCC(C(=O)NCC4CCCO4)CC3)CC2)c1 (configuration not stated) | 2 | -2.5 | -5% | -8% | i | ? | -1% | -4% | 6% |
| CCOC(=O)N1CCN(S(=O)(=O)c2ccc(OCC)c(C)c2)CC1 | 1 | 0.0 | -2% | -9% | i | -14% | 24% | 7% | 5% |
| Cc1csc(NC(=O)c2ccc(N3CCCC3=O)cc2)n1 | -22 | -0.4 | -10% | -29% | -56% | 2.2µM* | 5% | -4% | -5% |
| O=C1NCCCCC1NS(=O)(=O)c1cccc(C(F)(F)F)c1 (configuration not stated) | 0 | 1.0 | -4% | 9% | -24% | 9% | 6% | -7% | 11% |
| N#Cc1ccccc1S(=O)(=O)N1CCN(c2ccc(S(=O)(=O)N3CCOCC3)cn2)CC1 | 3 | 0.4 | -22% | -19% | -68%[inhibitor] | 32%[activator] | 7% | -2% | 8% |
| CCN(CC)S(=O)(=O)c1cccc(NC(=O)CN2C(=O)NC3(CCC(C)CC3)C2=O)c1 (configuration not stated) | 3 | 0.4 | 0% | 1% | i | -43% | -15% | -6% | 1% |
| O=c1oc2ccccc2c2c1nnn2CCO | -2 | -0.8 | -5% | 1% | i | -17% | 0% | 2% | -2% |
| CC(OC(=O)C1=COCCO1)C(=O)Nc1ccc(Cl)cn1 (configuration not stated) | -3 | 1.3 | 3% | 1% | i | -38% | -10% | -15% | 18% |
